Source: PubChem BioAssay (several laboratories)
PPARg SRC-3 ag – PPARgamma agonists recruiting SRC-3 coactivator, primary screen, biochemical | 0.26% of 200,000 active | Peroxisome proliferator-activated receptor gamma (Homo sapiens), P37231 | biochemical PPARgamma/SRC-3 coactivator recruitment assay | AID 731, 2007 | activation, % at 8 µM; in the data active = activation above about 23%;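 note: 0% = DMSO and 100% = reference agonist; some compounds past the cut are filed as inactive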
PPARg SRC2 recr – agonists of PPARg-SRC-2 recruitment, primary screen, biochemical, HTS; PPARgamma LBD-SRC-2 recruitment; activation, % at 8 µM; 0.34% of 200,000 active; AID 1032, 2008; in the data active = activation above about 22%;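 note: 0% = vehicle and 100% = reference agonist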
TNAP inh noacc – human TNAP enzyme inhibitors, primary screen, biochemical, luminescent, no phosphate acceptor, uHTS; Alkaline phosphatase, tissue-nonspecific isozyme (Homo sapiens), P05186; purified TNAP, CDP-star luminescence, 30 min; inhibition, % at 20 µM; 0.26% of 200,000 active; AID 1012, 2008;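 active = tissue-nonspecific alkaline phosphatase inhibition above about 50% at 20 µM in the single-dose screen, limit read from the data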;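 note: 0% = DMSO negative control and 100% = EDTA positive control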
TR-FRET SRC-2 ct – TR-FRET signal artefacts, primary screen, artefact control for PPARgamma SRC-2 agonist project, biochemical; 0.4% of 200,000 active; AID 1049, 2008; TR-FRET artefact counter-screen; stronger effect = higher value; TR-FRET ratio at 8 µM; in the data active = TR-FRET ratio above about 2000; note: inactives centre near 1500
bIAP activator – bovine intestinal alkaline phosphatase activators, primary screen, biochemical, bovine IAP, CDP-star luminescence. purified bovine IAP, 30 min; stronger effect = higher value; fold of DMSO-control signal, blank-subtracted. 0.17% of 200,000 active. alkaline phosphatase, intestinal [Bos taurus]. activation factor at 20 µM;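 active = activation factor of 2 or more at 20 µM, a signal rise over negative controls twice the positive control's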
Efa HMGR inh – inhibitors of E. faecalis class II HMGR, primary screen, biochemical, Enterococcus faecalis. HMG-CoA reductase (Enterococcus faecalis, mvaE). purified E. faecalis HMGR, NADPH absorbance 340 nm kinetic. inhibition, % at 10 µM. 0.41% of 190,000 active. AID 1066, 2008;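 active = inhibition above a set limit, the median over all tested compounds plus 3 SD, cut at about 9.5% in these data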;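 note: enzyme runs in reverse so mevalonate oxidation gives rising NADPH absorbance; 0% = complete reaction with DMSO and 100% = background rate lacking mevalonate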
TNAP act hiacc – TNAP activators at high phosphate acceptor level, primary screen, biochemical, luminescence, uHTS; Alkaline phosphatase, tissue-nonspecific isozyme (Homo sapiens), P05186; purified TNAP, CDP-star luminescence, 1 M DEA, 30 min; stronger effect = higher value; 0 = EDTA background, 1 = DMSO-only activity; activation factor at 20 µM; 200,000 tested, under 10 active; AID 1136, 2008;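 active = activation factor at least 2 at 20 µM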
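Assay system: human TNAP; Input: enzyme diluted 1/800 final; Reagent: CDP-star luminogenic substrate at 100 µM final; Timing: 30 min, room temperature; Signal: luminescence; Evaluation: TNAP activation factor scaled between EDTA and DMSO control wells.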
TNAP inh hiacc – human TNAP enzyme inhibitors, primary screen, biochemical, luminescent, high phosphate acceptor level, uHTS; Alkaline phosphatase, tissue-nonspecific isozyme (Homo sapiens), P05186; purified TNAP, CDP-star luminescence, 1 M DEA; inhibition, % at 20 µM; 0.03% of 200,000 active;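 active = over 50% inhibition of tissue-nonspecific alkaline phosphatase at 20 µM in the single-dose screen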;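 note: plate controls were DMSO wells for no effect and EDTA-quenched wells as full inhibition for full effect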
bIAP inh – bovine intestinal alkaline phosphatase inhibitors, primary screen, selectivity assay for TNAP inhibitor project, biochemical, bovine IAP, CDP-star luminescence; alkaline phosphatase, intestinal [Bos taurus]; purified bovine IAP, 30 min; inhibition, % at 20 µM; 190,000 tested, under 10 active; AID 1019, 2008;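 active = over 50% inhibition of intestinal alkaline phosphatase at 20 µM in the single-dose screen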
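Incubation: 30 min reaction at room temperature / Material: purified bovine intestinal alkaline phosphatase (IAP) enzyme / Input: enzyme at 1/65,000,000 dilution / Dosing: 20 µM single dose / Signal: CDP-star luminescence signal / Reagent: CDP-star chemiluminescent phosphatase substrate, 30 µM final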
PPARg SRC1 recr – PPARgamma agonists recruiting SRC-1 coactivator, primary screen, biochemical; PPARgamma-SRC-1 coactivator recruitment biochemical assay; activation, % at 8 µM; 0.41% of 200,000 active; AID 631, 2007; in the data active = activation above about 19%;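 note: 0% = DMSO and 100% = reference agonist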
Starred values were filed as active, the others as inactive; x = not tested or not shown.

Start of the listing, in advance (two entries):
SMILES	PPARg SRC-3 ag	PPARg SRC2 recr	TNAP inh noacc	TR-FRET SRC-2 ct	bIAP activator	Efa HMGR inh	TNAP act hiacc	TNAP inh hiacc	bIAP inh	PPARg SRC1 recr
CCOc1c(O)ccc(C2NC(=O)N(C)C(C)=C2C(=O)OC)c1[N+](=O)[O-] (centres undefined)	7	17	-9	1503	0.9	-2	1	-5	6	8
Cc1ccc(-c2nnn(C(C)C(=O)N3c4ccccc4CCc4ccccc43)n2)cc1 (centres undefined)	8	4	-8	1436	0.9	4	1	-4	12	-3

All compounds of this part, from the start:
SMILES	PPARg SRC-3 ag	PPARg SRC2 recr	TNAP inh noacc	TR-FRET SRC-2 ct	bIAP activator	Efa HMGR inh	TNAP act hiacc	TNAP inh hiacc	bIAP inh	PPARg SRC1 recr
CCOc1c(O)ccc(C2NC(=O)N(C)C(C)=C2C(=O)OC)c1[N+](=O)[O-] (centres undefined)	7	17	-9	1503	0.9	-2	1	-5	6	8
Cc1ccc(-c2nnn(C(C)C(=O)N3c4ccccc4CCc4ccccc43)n2)cc1 (centres undefined)	8	4	-8	1436	0.9	4	1	-4	12	-3
Cc1c(NC(=O)c2cc3c(s2)CCCC3)c(=O)n(-c2ccccc2)n1C	-1	-6	-2	1449	1.1	2	1	4	-9	-2
CCc1ccccc1NC(=O)COc1ccc2c(=O)c(Oc3cc(C)ccc3C)coc2c1	8	-5	-6	1526	1.1	-6	1	2	-9	5
CC(C)C(=O)Nc1cc(C(F)(F)F)ccc1N1CCOCC1	-9	5	-11	1718	0.9	1	1	0	6	7
NS(=O)(=O)c1ccc(CCNC(=O)[C@@H]2CCCN2S(=O)(=O)c2ccccc2F)cc1	-2	0	-11	1438	1	3	1	-2	1	1
CN(C)CCCN1C(=O)C2CCc3[nH]c4ccccc4c3C2C1=O (centres undefined)	5	9	-2	1575	0.9	-1	1	-4	8	2
CCOC(=O)c1cnc(-c2cccc(OC)c2)[nH]c1=O	-6	0	0	1425	0.9	0	1	2	13	-2
CCOc1cc(NC(=S)Nc2cccc(C)c2)c(OCC)cc1NC(=O)CC(C)C	-6	9	-6	1692	1	-3	1	-1	-3	2
O=C(O)c1cccc(-n2cccc2/C=C2\NC(=O)N(Cc3ccc(F)cc3)C2=O)c1	1	1	-12	1505	1	1	1	-5	0	5
CCCC(=O)Nc1cc(-c2nn(C)c(=O)c3ccccc23)ccc1N1CCOCC1	-1	11	-19	1572	1	-1	1	-2	2	0
Cc1c(/C(O)=C2/C(=O)C(=O)N(CCN3CCOCC3)C2c2ccccn2)cnn1-c1ccccc1 (centres undefined)	4	3	-15	1741	1.1	-3	1.1	-5	-7	1
ClC(Cl)(c1nnnn1-c1ccccc1)c1nnnn1-c1ccccc1	7	2	-8	1652	0.8	-2	1	-1	21	6
COc1ccc(CNC(=O)C/C(C)=N/NC(=O)C(c2ccccc2)c2ccccc2)cc1	6	1	-4	1451	0.9	-1	1	-4	11	13
CCOC(=O)C1CN(S(=O)(=O)c2ccc(C)cc2)C1	0	-2	-18	1525	0.9	-4	1	-2	11	2
O=C1c2ccncc2C(=O)N1CNc1ccc(Cl)cc1	6	-3	-5	1591	0.9	0	1	-1	6	6
CC(C)N(Cc1nc(-c2ccc3c(c2)OCO3)no1)CC1CCC(=O)N1 (centres undefined)	5	0	-5	1374	1	-4	1	-1	2	-5
O=C(Nc1cc(Sc2ccccn2)cc([N+](=O)[O-])c1)c1ccc([N+](=O)[O-])cc1	7	-3	-4	1458	1	x	1	-1	1	4
CCOC(=O)C1CCN(C(=O)c2ccccc2NS(=O)(=O)c2ccc(F)c(F)c2)CC1	0	1	-7	1550	0.6	-4	1	-5	42	-9
CC(NCc1nc2ccccc2n1C)C12CC3CC(CC(C3)C1)C2 (centres undefined)	-3	-3	0	1441	1	2	1.1	-6	1	-7
CCOC(=O)C1CCN(CC(=O)NC(=O)NC2CCCCC2)CC1	-2	18	-17	1571	1	3	1.1	-6	2	8
COC(=O)c1ccc(-c2noc(CN3C[C@H]4CC[C@H]3C4)n2)cc1	3	2	-5	1493	1	-6	1.1	-6	-1	6
CCn1c(CSc2nncn2-c2ccc(OC)cc2)nc2cc(S(=O)(=O)N(C)C)ccc21	-4	8	10	1552	1.1	-2	1	-2	-6	1
Cc1c(C(=O)O)cccc1-c1ccc(/C=C2/NC(=O)N(c3ccccc3)C2=O)o1	0	-4	-8	1539	0.9	3	1	0	6	-3
O=C1N/C(=C\c2ccccc2)C(O)=C1C=NCc1ccccc1	8	13	-3	1693	0.8	-6	1	0	17	0
O=C(CN(Cc1ccccc1Cl)C(=O)Cn1nnc(-c2cccs2)n1)NCC1CCCO1 (centres undefined)	5	0	-12	1452	1.1	-4	1	-3	-8	-2
CCc1nc(SCc2ccc(C(=O)OC)o2)c2c(=O)n(C)c(=O)n(C)c2n1	-4	-3	2	1509	0.8	-9	1	-1	16	2
O=C1c2cccnc2C(Nc2ccc(Br)cc2Br)N1Cc1cccs1 (centres undefined)	2	11	-8	1529	1.2	-7	1	0	-16	-7
COc1ccc(OC)c(CN2CCCC(CCC(=O)N(C)CCc3ccccn3)C2)c1 (centres undefined)	1	4	-12	1364	1.1	2	1.1	-12	-12	8
COc1ccc(C(=O)NNC(=O)CSc2nnc(-c3cccnc3)n2C)cc1	-5	1	-12	1561	1.3	-1	1	-2	-35	2
O=C(COc1ccc(Br)cc1)N1CCN(S(=O)(=O)/C=C/c2ccccc2)CC1	-6	4	-5	1582	0.9	-6	1	-1	7	0
CC(CCn1cccn1)NC(=O)CCc1nnc(C2CCCCC2)o1 (centres undefined)	5	-5	-13	1547	1	-6	1.1	-8	-1	2
O=C1CC(c2ccc(F)cc2)c2cc3c(cc2N1)CCC3 (centres undefined)	1	-4	-10	1494	0.9	0	1	-3	7	-4
CC(=O)c1c(C)nc(Nc2nc(C)c3cc(C)ccc3n2)nc1C	0	4	-6	1720	1	-6	1	-2	-5	1
CC(C)Sc1ncnc2c1oc1ccccc12	38*	33*	-12	1948	1	1	1	-2	-2	36*
CCSc1nnc(NC(=O)COc2cccc3ccccc23)s1	-6	1	3	1568	0.8	-2	1	-2	25	-6
Cc1nccc2[nH]c(=O)c(C(=O)NCCCN(C)C3CCCCC3)cc12	-5	-4	-6	1645	1	-2	1	-3	-2	2
COc1cccc(/C=N/NC(=O)C(=O)NCc2ccco2)c1OC	2	1	-8	1659	1	-7	1	-4	4	9
COC(=O)CCCNc1ncccc1[N+](=O)[O-]	5	11	3	1640	1	-5	0.9	6	5	0
Cc1ccsc1C(=O)NCCC(c1ccccc1)c1ccccc1	0	5	-25	1482	0.7	-8	1	-5	34	6
Cc1cc(Cl)c(S(=O)(=O)N2CCN(c3cccc(C)c3C)CC2)cc1OCC(N)=O	3	4	-11	1435	1	2	1	-3	2	2
CCc1cc(SC#N)cc(C)c1NC(=O)CCl	3	2	-9	1703	1.2	-2	1.1	-5	-20	12
O=C(NNC(=S)NCc1ccccc1)c1cccc([N+](=O)[O-])c1	-1	-3	-106	1423	1	-4	1	1	-5	5
COc1cc(S(=O)(=O)n2c(C)nc3ccccc32)ccc1F	-10	2	-13	1589	1	-2	1.1	-5	-3	1
CCC(=O)NCCc1cc2cc(C)c(C)cc2[nH]c1=O	14	-5	-10	1568	0.9	-3	1	-4	9	1
FC(F)(F)Oc1ccc(Nc2nc3ccccc3o2)cc1	-1	0	-4	1631	0.8	-1	1	-4	21	2
Cc1ccccc1NC(=O)N1CCN(C(=O)c2ccco2)CC1	1	8	-19	1629	1	3	1	-4	4	3

Entries of single compounds, looked up by structure. Order of values: PPARg SRC-3 ag	PPARg SRC2 recr	TNAP inh noacc	TR-FRET SRC-2 ct	bIAP activator	Efa HMGR inh	TNAP act hiacc	TNAP inh hiacc	bIAP inh	PPARg SRC1 recr
Shown for CCSc1nnc(NC(=O)COc2cccc3ccccc23)s1 = -6	1	3	1568	0.8	-2	1	-2	25	-6
Shown for CCC(=O)NCCc1cc2cc(C)c(C)cc2[nH]c1=O = 14	-5	-10	1568	0.9	-3	1	-4	9	1

Five entries drawn at random from the list so far, as already listed:
SMILES	PPARg SRC-3 ag	PPARg SRC2 recr	TNAP inh noacc	TR-FRET SRC-2 ct	bIAP activator	Efa HMGR inh	TNAP act hiacc	TNAP inh hiacc	bIAP inh	PPARg SRC1 recr
CCc1cc(SC#N)cc(C)c1NC(=O)CCl	3	2	-9	1703	1.2	-2	1.1	-5	-20	12
CCC(=O)NCCc1cc2cc(C)c(C)cc2[nH]c1=O	14	-5	-10	1568	0.9	-3	1	-4	9	1
Cc1ccsc1C(=O)NCCC(c1ccccc1)c1ccccc1	0	5	-25	1482	0.7	-8	1	-5	34	6
CC(CCn1cccn1)NC(=O)CCc1nnc(C2CCCCC2)o1 (centres undefined)	5	-5	-13	1547	1	-6	1.1	-8	-1	2
Cc1nccc2[nH]c(=O)c(C(=O)NCCCN(C)C3CCCCC3)cc12	-5	-4	-6	1645	1	-2	1	-3	-2	2

Compounds were not picked by outcome. Share with any hit: about 1.6%.
